HT1080 IDH1KD tx: HT-1080 IDH1 knockdown cell toxicity (counter line). 2% of 360,000 active. HT-1080 IDH1 knockdown viability, ATP luminescence, 48 h. Potency, µM (titrated, usually from 46.1 µM), for inactives: at the top dose activity, negative = toxicity, most hits filed as cytotoxic;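 also: 0% = DMSO wells and -100% = cell-free medium wells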
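Assay cells: HT-1080 with IDH1 knockdown, 750 per well, RPMI/5% FBS. Exposure: 48 h at 37 °C following 2 h pre-incubation. Read: CellTiter-Glo luminescence; fitted concentration-response, curve class assigned.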
GLP1R ag: GLP-1 receptor (human) agonism; HEK293 GLP-1R CRE-luciferase, luminescence, 4-6 h; cells express a hypersensitive GLP-1R form; Potency, µM (series often up to 45.6 µM), inactives show at the top dose activation, hits mostly activators; 0.007% of 380,000 active; AID 624172; also: % of control where 0% means no effect
Target sequence (P43220 whole entry, looked up): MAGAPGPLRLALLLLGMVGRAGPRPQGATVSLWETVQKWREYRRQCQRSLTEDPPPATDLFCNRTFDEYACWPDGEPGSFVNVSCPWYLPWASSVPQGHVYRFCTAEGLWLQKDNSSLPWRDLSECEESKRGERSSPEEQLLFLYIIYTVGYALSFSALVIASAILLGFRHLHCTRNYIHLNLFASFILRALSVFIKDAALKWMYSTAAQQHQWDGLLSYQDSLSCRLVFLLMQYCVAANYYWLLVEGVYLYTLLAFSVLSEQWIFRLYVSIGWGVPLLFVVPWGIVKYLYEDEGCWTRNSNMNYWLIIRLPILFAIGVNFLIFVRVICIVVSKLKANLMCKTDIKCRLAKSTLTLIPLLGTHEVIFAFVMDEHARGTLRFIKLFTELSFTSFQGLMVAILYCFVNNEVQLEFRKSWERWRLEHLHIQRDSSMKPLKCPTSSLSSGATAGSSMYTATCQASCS
KB-V1 MDR tox: KB-V1 MDR subline cytotoxicity | 3.4% of 400,000 active | KB-V1 MDR cells viability, CellTiter-Glo, 72 h | Potency, µM (doses to about 46.1 µM), inactives show at the top dose activity change, negative = cytotoxicity, most hits filed as cytotoxic; also: % is scaled to controls: 0 for no effect and ±100 for the full control effect; nearly all actives have a fitted effect of over 60% in size
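Compound-treated KB-V1 multidrug-resistant cells, 72 h, 37 degrees C; viability by CellTiter-Glo. Fitted qHTS curves give the values.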
GLP1R inv ag: inverse agonists of human GLP-1 receptor; 1.6% of 410,000 active; AID 624417; Potency, µM (doses to about 38.3 µM), for inactives: at the top dose activity change, negative = inhibition, most hits filed as inhibitors; HEK293 GLP-1R CRE-luciferase, luminescence, 24 h; GLP-1R form is constitutively active; also: % is scaled to controls: 0 for no effect and ±100 for the full control effect; nearly all actives have a fitted effect of over 55% in size
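Readout was luciferase luminescence, measured 12 min after detection reagent at room temperature. Beforehand, GLP-1R reporter HEK293 cells had sat 12 h, then received compounds for 24 hr at 37 deg C.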
TDP-43 yeast inh: rescues yeast growth from TDP-43 toxicity | 1.8% of 410,000 active | TDP-43 expressing yeast growth rescue, BacTiter-Glo, 24 h | AID 652104 | Potency, µM (highest dose often 46.1 µM), inactives show at the top dose growth rescue (activation), hits mostly activators; also: % of control where 0% means no effect; nearly all actives have a fitted effect of over 50% in size
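Galactose-induced TDP-43 yeast, OD600=0.02, compound pinned; 24 hr, 30 deg C; BacTiter-Glo luminescence for growth. Inhibitors of TDP-43 toxicity read as activators.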
HT1080-NT tox: kills 2HG-producing HT-1080-NT fibrosarcoma cells | 1.6% of 360,000 active | HT-1080-NT fibrosarcoma viability, CellTiter-Glo ATP luminescence, 48 h | Potency, µM (series often up to 46.1 µM), inactives show at the top dose activity, negative = less viability, hits mostly cytotoxic | AID 686970;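 also: NT is the 2HG producing partner of a matched IDH1 knockdown line; 0% = DMSO-treated cells and -100% = media-only wells without cells; nearly all actives have a fitted effect of over 55% in size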
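750 cells/well, RPMI + 5% FBS; 2 h settle, compound pin-transfer, 48 h at 37 degrees C. CellTiter-Glo 10 min RT, luminescence. Normalized to DMSO and media-only wells.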
GLP1R cytotox: cytotoxicity in counter-screen for GLP-1R inverse agonists; HEK293 cAMP-luciferase reporter cells, luminescence, 24 h; 0.13% of 410,000 active; AID 624418; Potency, µM (series often up to 38.3 µM), without a hit: at the highest dose activity change, negative = inhibition, most hits filed as inhibitors;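 also: loss of luciferase light is scored as toxicity; % is scaled to controls: 0 for no effect and ±100 for the full control effect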
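MLSMR compounds, 24 hr on cells at 37 deg C/5% CO2; luminescence after luciferase reagent (12 min RT). Inhibition counted as the undesired cytotoxic outcome.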
SW480 rereplic: inducers of DNA re-replication in SW480 colon cancer cells; SW480 DNA re-replication, Hoechst DNA content imaging, 48 h; Potency, µM (highest dose often 46.1 µM), inactives show at the highest dose re-replication activation, usual class: activators; 1.8% of 340,000 active; AID 624297; also: % of control where 0% means no effect; nearly all actives have a fitted effect of over 55% in size
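Cells (250 per well) received 23 nL compound or DMSO by pin tool and were kept 48 hr at 37 C, 5% CO2. Nuclei were then stained with Hoechst for 40 min and scanned for DNA content.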
KB-3-1 tox: kills parental KB-3-1 adenocarcinoma cells; KB-3-1 viability, CellTiter-Glo ATP luminescence, 72 h; Potency, µM (doses to about 46.1 µM), for the others: at the highest dose activity change, negative = cytotoxic, actives largely listed as cytotoxic; 1.4% of 400,000 active; also: % is scaled to controls: 0 for no effect and ±100 for the full control effect; nearly all actives have a fitted effect of over 60% in size
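Screening of KB-3-1 cells (DMEM, 10% FBS, phenol-red free) ran from lowest to highest compound concentration; after 72 h at 37 °C viability was read luminescently and curves fitted.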
Numbers without * were called inactive; ? = inconclusive; . = not tested or not shown; [ ] = another dose, or the depositor's remark. Calls follow the shape of the dose curve; as a rule, active = well fitted curve in the direction sought with a large enough effect; inconclusive = small, poorly fitted or top-dose-only effect, or another doubt; inactive = no such curve, though single readings can be large; an effect the other way counts as inactive or inconclusive. Potency is read from the fitted curve at half-maximal effect.

Molecule | HT1080 IDH1KD tx | GLP1R ag | KB-V1 MDR tox | GLP1R inv ag | TDP-43 yeast inh | HT1080-NT tox | GLP1R cytotox | SW480 rereplic | KB-3-1 tox
Cc1c(C(=O)NC2CCCCC2)sc2ncnc(N3CCN(c4ccccc4)CC3)c12 | 4% | -6% | -14% | 11% | -9% | 4% | -14% | -2% | 1%
CC(=O)c1ccc(N2CCN(C(=O)Nc3ccc(F)cc3F)CC2)cc1 | 5% | -1% | 0% | 16% | 18% | 16% | -3% | 20% | 13%
CN(C)CCN(Cc1cccs1)S(=O)(=O)c1csc(C(N)=O)c1 | 9% | 6% | -10% | 9% | 5% | -1% | -2% | -8% | 8%
COC(=O)c1c(C)nc(C)c(C(=O)OC)c1-c1ccc(OC)cc1 | 0% | 9% | ? | 1% | -11% | 0% | 7% | ? | 6%
COC(=O)c1ccccc1NC(=O)C(=O)NCC1CCCO1 (stereo not given) | 13% | 0% | 8% | 24% | 26% | 0% | -12% | -1% | -7%
O=C(NCCCN1CCCC1=O)c1cccc(C(F)(F)F)c1 | 15% | 25% | 18% | 0% | -5% | 9% | 8% | -19% | -7%
CCOC(=O)C1CCCN(S(=O)(=O)CCNC(=O)c2ccccc2)C1 (stereo not given) | -1% | 2% | -5% | -6% | 3% | -1% | -5% | 11% | 0%
CCCNC(=O)C1(C)CCN(C(=O)Cc2ccc3ccccc3c2)C1 (stereo not given) | 12% | -2% | -15% | 12% | 0% | 2% | 1% | . | 10%
Cc1ccc(S(=O)(=O)N2CCCOC2CNC(=O)C(=O)NCc2cccnc2)cc1 (stereo not given) | 7% | -18% | 4% | 9% | 14% | 10% | -10% | ? | 17%
COc1cccc(N2CCN(C(=S)NCc3ccco3)CC2)c1 | 0% | 3% | 25% | 1% | ? | -5% | 5% | -2% | -8%
O=C(/C=C/c1ccc(Cl)c(C(F)(F)F)c1)N1CCN(c2ccccn2)CC1 | -5% | 6% | -18% | -18% | 0% | -5% | -3% | -4% | -2%
Cc1ccc(N2CCN(c3ccc(NC(=O)CCC(=O)O)cc3)CC2)cc1 | 14% | -20% | -14% | -2% | 0% | 8% | -11% | 11% | 3%
CCCC(C(=O)Nc1nccs1)c1ccccc1 (stereo not given) | 0% | -1% | -1% | ? | 26% | 1% | -8% | 0% | -1%
COc1nccc(C(F)(F)F)c1C(=O)Nc1ccc(Cl)cc1 | -1% | 1% | -16% | -29% | 6% | 4% | ? | -80%[inhibitor] | -5%
COCCn1cc(C(=O)NCCN(C)C)c2c3ccccc3n(C)c2c1=O | 2% | 10% | 25% | -3% | 14% | 12% | 9% | -9% | 0%
COC(=O)c1ccc(NC(=O)CSc2nccn2CCc2ccccc2)cc1 | 7% | 22% | -4% | ? | 19% | 3% | 2% | -5%[9.22 µM] | -3%
CC(=O)Cn1c(CN2CCCC2)nc2ccccc2c1=O | -2% | 2% | 7% | -8% | 15% | -2% | 15% | -5% | 2%
CC(=O)c1ccc(S(=O)(=O)N2CCN(CC(=O)Nc3ccc(Cl)c([N+](=O)[O-])c3)CC2)cc1 | -1% | 1% | -2% | -9% | -12% | -1% | 0% | ? | -3%
O=C(O)c1cc(N2CCCC2)ccn1 | 13% | 0% | 15% | 0% | 0% | 8% | -6% | -2% | 17%
Cc1cc(C)c(OCC(=O)N2CC=C(c3ccccc3)CC2)c(C)c1 | -1% | 0% | 0% | ? | -1% | -4% | 20% | 11% | -15%
N#CC1c2ccccc2C=CN1C(=O)N(c1ccccc1)c1ccccc1 (stereo not given) | ? | -32%[inhibitor] | 21µM* | ? | -7% | ? | ? | ? | ?
Cc1ccc(-n2nnnc2SCC(=O)NCC2(N3CCCCC3)CCCCC2)c(C)c1 | -15% | 6% | 0% | ? | 14% | -24% | 18% | ? | ?
O=C(N[C@H]1C/C=C\C[C@H](CC(=O)N(CCO)Cc2ccccc2)C(=O)N[C@@H](c2ccccc2)COC1=O)OCC1c2ccccc2-c2ccccc21 | -12% | 1% | 0% | 13% | -32%[inhibitor] | -1% | 1% | -1% | 0%
CC(=O)c1cc(Cc2csc(C(C)=O)c2)cs1 | -8%[9.24 µM] | -1% | -1% | 63%[activator] | 11% | -17% | 69%[activator] | 4% | -1%
Cc1onc(-c2ccccc2)c1C(=O)OCCOc1ccccc1F | -11% | 19% | ? | ? | ? | -19% | 9% | 9% | -12%
COc1ccc(CCNc2oc(Cc3cccc4ccccc34)nc2C#N)cc1OC | -23% | ? | 18µM* | ? | 25% | -23% | -9% | 1% | ?
Fc1cccc(Cc2noc(CN3CCCN(C4Cc5ccccc5C4)CC3)n2)c1 | -25% | 13% | -1% | ? | -18% | -14% | 1% | 8% | -3%
Cc1cccc(NS(=O)(=O)c2ccc(OCC(=O)N3CCCC3)cc2)c1 | -4% | 1% | . | 17% | 8% | -1% | 1% | 1% | .
CCC(CO)NCc1ccc(Br)cc1 (stereo not given) | -11% | -5% | ? | -19% | -9% | -6% | -2% | ? | ?
CC1(C(=O)NCCC#N)CCN1C(=O)CC(c1ccccc1)c1ccccc1 (stereo not given) | 0% | -4% | 3% | 0% | 11% | 26% | 2% | . | 0%
COCCNC(=O)CSc1c2c(nc3ccc(Cl)cc13)CCCC2 | -29% | -7% | -5% | -9% | -3% | -21% | -24% | 23% | -7%
CN(C)c1ccc2c(=O)cc[nH]c2c1 | 25% | -2% | 3% | 26% | 21% | 9% | -10% | . | 10%
CCOc1ccc(-c2cc(-c3nc(-c4ccc(C)cc4)no3)[nH]n2)cc1 | . | . | -10% | 8% | 7% | . | -1% | . | -11%
COC(=O)C1=CO[C@@H](O[C@@H]2O[C@H](CO)[C@@H](O)[C@H](O)[C@H]2O)[C@H]2[C@@H]1C(=O)C[C@@H]2C | 16% | 2% | 12% | 10% | -2% | 14% | 2% | -10% | 7%
CC(C)[C@@H]1Cc2[nH][nH]c(=O)c2[C@H](C(C)C)O1 | -15% | 0% | ? | ? | 21% | 5% | 1% | . | 0%
CCCOCC1CC2(SC(=Nc3ccc(C)cc3)NC2=O)C(=O)O1 (stereo not given) | 16% | -1% | 0% | -9% | -3% | 20% | -11% | -5% | 0%
Cc1cc(C)c(C(=O)CC2(O)C(=O)Nc3ccccc32)cc1C (stereo not given) | 1% | -1% | 6% | -27% | 6% | -2% | -4% | 0% | 9%
Cc1cc(F)ccc1S(=O)(=O)Nc1ccccc1C(=O)NCc1ccccn1 | -4% | 0% | ? | ? | -3% | -18% | -2% | 11% | -18%
CCCN(CC(=O)Nc1ccccc1C)C(=O)c1ccc(S(=O)(=O)N2CCCCCC2)cc1 | 1% | 2% | ? | -12% | -7% | 1% | 11% | -1% | 0%
CC(C)c1ccc(-c2csc3nc[nH]c(=O)c23)cc1 | -9% | 9% | 7% | ? | 28% | -10% | -1% | -11% | -10%
Cc1nnc(SCC(=O)N2CCCCC2)n1CC1CCCO1 (stereo not given) | 10% | 1% | 4% | 3% | -4% | 14% | -10% | -6% | 23%
CN1CCc2c(sc(NC(=O)c3ccc(S(=O)(=O)N4CCCC4)cc3)c2C(N)=O)C1 | 24% | 5% | -11% | 24% | 1% | 18% | -15% | 1% | 1%
CC(=O)c1ccc(NC(=S)Nc2cccc3cnccc23)cc1 | -3% | 1% | 0% | 6% | -19% | -12% | 14% | -13% | 0%
CCOc1ccc(C(=O)NCCN2CCOCC2)cc1 | 21% | -9% | ? | 15% | 3% | 25% | -9% | -17% | 7%
CCOC(=O)c1c(NC(=O)CCl)sc(C(=O)N(CC)CC)c1C | ? | -4% | ? | ? | 4% | ? | ? | ? | ?
CC(=O)NC1=NC(=O)C(C)S1 (stereo not given) | 17% | 12% | ? | 18% | -9% | 14% | 10% | -3% | 3%
C=CC(=O)NCC1OCCc2ccccc21 (stereo not given) | 9% | 2% | 1% | 16% | 0% | ? | -1% | 2% | 1%
CCCCCc1ccc(-c2ccc(Br)cc2)nc1 | . | . | 17% | 0% | 15% | . | -15% | . | 7%
O=C(CNc1cccc(S(=O)(=O)N2CCCC2)c1)Nc1cccc(F)c1 | -12% | 7% | ? | ? | 13% | -1% | 4% | 13% | 4%
Cc1cccc(C(=O)NNC(=O)CSc2nnc(C3CC3)n2C)c1 | 15% | 8% | -11% | -12% | -17% | -2% | 7% | 8% | 2%

Exported with values under each structure: three of the compounds above.
The line under a structure holds: HT1080 IDH1KD tx	GLP1R ag	KB-V1 MDR tox	GLP1R inv ag	TDP-43 yeast inh	HT1080-NT tox	GLP1R cytotox	SW480 rereplic	KB-3-1 tox
C=CC(=O)NCC1OCCc2ccccc21 (stereo not given)
→ 9%	2%	1%	16%	0%	?	-1%	2%	1%
CCCCCc1ccc(-c2ccc(Br)cc2)nc1
→ .	.	17%	0%	15%	.	-15%	.	7%
O=C(CNc1cccc(S(=O)(=O)N2CCCC2)c1)Nc1cccc(F)c1
→ -12%	7%	?	?	13%	-1%	4%	13%	4%

Compounds listed so far that contain a CF3 group:
Molecule | HT1080 IDH1KD tx | GLP1R ag | KB-V1 MDR tox | GLP1R inv ag | TDP-43 yeast inh | HT1080-NT tox | GLP1R cytotox | SW480 rereplic | KB-3-1 tox
O=C(NCCCN1CCCC1=O)c1cccc(C(F)(F)F)c1 | 15% | 25% | 18% | 0% | -5% | 9% | 8% | -19% | -7%
O=C(/C=C/c1ccc(Cl)c(C(F)(F)F)c1)N1CCN(c2ccccn2)CC1 | -5% | 6% | -18% | -18% | 0% | -5% | -3% | -4% | -2%
COc1nccc(C(F)(F)F)c1C(=O)Nc1ccc(Cl)cc1 | -1% | 1% | -16% | -29% | 6% | 4% | ? | -80%[inhibitor] | -5%

From PubChem
